Screens (PubChem)
GalR3 antag: human GalR3 antagonism | actives 0.44% (n = 360,000) | inhibition, % at 3 µM | HEK293 GalR3-CNG cAMP membrane potential fluorescence; galR3 body fused to GalR1 C-terminus | O60755;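 active means inhibition above the screen-wide average plus 3 SD, cut at about 13% in these data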;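 further: forskolin and galanin both at EC90 stimulate the cells; cAMP rise reported by CNG channel membrane potential dye signal; 0% = forskolin plus galanin with DMSO and 100% = forskolin alone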
Target sequence (O60755 1-299 limits assumed): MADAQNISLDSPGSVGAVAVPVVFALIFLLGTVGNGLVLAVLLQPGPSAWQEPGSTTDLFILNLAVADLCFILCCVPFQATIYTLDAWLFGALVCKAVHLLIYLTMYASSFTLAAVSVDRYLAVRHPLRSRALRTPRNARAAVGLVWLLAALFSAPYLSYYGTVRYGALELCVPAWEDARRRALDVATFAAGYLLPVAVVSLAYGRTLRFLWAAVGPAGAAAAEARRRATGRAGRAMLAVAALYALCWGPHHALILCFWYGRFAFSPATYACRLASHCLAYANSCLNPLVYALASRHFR
MEKK3 PB1 HTS: MEKK3-MEK5 PB1 interaction, increase or decrease; binding response (% of control), % at 10 µM; bead-based flow cytometry, Alexa488-MEK5 binding to MEKK3; actives lie on both sides; 0 = blocked by unlabeled MEK5, 100 = vehicle; AID 1529; actives 1.4% (n = 290,000);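 active means binding response more than 3 SD above or below the average of its plate-row segment, actives on both sides; inconclusive means wells at one plate position flagged as instrument error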;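 further: Alexa488 bead fluorescence after subtracting the streptavidin-only scavenger bead signal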
CRFR2-BP ag: CRF-BP/CRF-R2 complex agonism; activation, % at 13.2 µM; actives 0.46% (n = 350,000); HEK293 CRF-R2/CRF-BP, calcium dye fluorescence (FLIPR); percent of saturating CRF peptide response;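 active means activation of at least 50%, plus an integration ratio under a set limit after plate pattern correction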;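 further: plate controls were neutral control wells without compound for no effect and CRF at EC100 for full effect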
pCIP destab: p/CIP protein destabilization | F442A p/CIP-EGFP cells, EGFP fluorescence, 16 h | decrease of EGFP signal, % at 10 µM | actives 0.01% (n = 290,000) | AID 1984;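 active means EGFP signal decrease of at least 30% at 10 µM or well 3 SD below plate mean, unless failing retest; inactive means the rest, including hits failing retest or dose response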; further: some compounds called inactive have numbers as strong as hits; many of its hits are not listed in these tables
CRFBP-R2 block: antagonists of CRF-binding protein/CRF-R2 receptor complex. HEK293 CRF-R2/CRF-BP, CRF-induced calcium fluorescence. actives 0.59% (n = 350,000). inhibition, % at 11.8 µM;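 active means inhibition of the ligand-induced calcium signal above about 50% at the single tested concentration, limit read from the data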
CHRM4 PAM: positive allosteric modulators of human muscarinic M4 receptor. activation, % at 3 µM. actives 0.4% (n = 360,000). P08173. AID 624126. CHO-K1 hM4/Gqi5, Fluo-8 calcium fluorescence, ACh EC20; 0% = ACh EC20, 100% = maximal ACh;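 active means activation above its plate's cutoff, the mean activation of sample wells plus 3 SD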; further: some results filed as inactive read as strong as hits
Target sequence (P08173 whole entry, looked up): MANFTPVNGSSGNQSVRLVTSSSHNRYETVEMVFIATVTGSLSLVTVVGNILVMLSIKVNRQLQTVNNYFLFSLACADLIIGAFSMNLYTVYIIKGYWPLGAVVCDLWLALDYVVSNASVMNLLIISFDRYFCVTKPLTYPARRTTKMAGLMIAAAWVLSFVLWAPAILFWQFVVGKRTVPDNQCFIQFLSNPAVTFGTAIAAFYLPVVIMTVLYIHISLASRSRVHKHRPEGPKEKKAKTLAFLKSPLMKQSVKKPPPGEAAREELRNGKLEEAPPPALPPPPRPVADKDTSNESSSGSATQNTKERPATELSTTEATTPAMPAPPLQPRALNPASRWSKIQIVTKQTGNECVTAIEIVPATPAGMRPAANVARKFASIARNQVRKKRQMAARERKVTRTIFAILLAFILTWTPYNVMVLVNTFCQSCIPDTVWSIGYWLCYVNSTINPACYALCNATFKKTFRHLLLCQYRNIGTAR
IDE cell activ: IDE (human) activation, cell-based | P14735 | HEK cells, FAbeta-B cleavage, fluorescence polarization; 0% vehicle, 100% cell-free pure enzyme wells | activation, % at 5.96 µM | actives 0.073% (n = 340,000);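 active means activation above the mean of all tested compounds plus 3 SD, set per screening campaign, cut at about 17% in these data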
IDE cell inh: cellular human IDE inhibition. P14735. AID 434962. HEK cells, FAbetaB cleavage, fluorescence polarization. inhibition, % at 5.59 µM. actives 0.41% (n = 320,000);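 active means percent inhibition above the average of all tested compounds plus 3 SD, set per screening campaign, cut at about 16% in these data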;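 further: IDE supplied by intact live HEK cells; FP after avidin binding of uncleaved biotin substrate so inhibition keeps polarization high; 0% = DMSO wells and 100% = 60 µM reference IDE inhibitor Ii1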
PHOSPHO1 inh: PHOSPHO1 (human) inhibition; Q8TCT1; recombinant PHOSPHO1, absorbance phosphatase assay; inhibition, % at 13.3 µM; actives 1.1% (n = 290,000); AID 1565; in the data active means inhibition above about 60%
Target sequence (Q8TCT1 whole entry, looked up): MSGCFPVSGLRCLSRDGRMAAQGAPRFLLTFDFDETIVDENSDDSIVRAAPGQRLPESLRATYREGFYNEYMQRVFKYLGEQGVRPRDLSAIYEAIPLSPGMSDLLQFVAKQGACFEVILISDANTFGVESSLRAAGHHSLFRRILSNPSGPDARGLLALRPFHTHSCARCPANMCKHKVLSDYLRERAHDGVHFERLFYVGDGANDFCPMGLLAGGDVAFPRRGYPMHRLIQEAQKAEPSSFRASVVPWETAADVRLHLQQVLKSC
* marks the source's active call; other numbers are inactive results; ? = inconclusive; . = not tested or not shown.

compound	GalR3 antag	MEKK3 PB1 HTS	CRFR2-BP ag	pCIP destab	CRFBP-R2 block	CHRM4 PAM	IDE cell activ	IDE cell inh	PHOSPHO1 inh
Cc1ccc2[nH]c3c(c2c1)CN(C(=O)CN1c2ccc(F)cc2CCC1C)CC3 (stereo unspecified)	-3	98	1.9	-22	-16	12	-2	-2	-4
O=C(C1CCCN(S(=O)(=O)c2ccccc2)C1)N1CCN(c2ccc(F)cc2)CC1 (stereo unspecified)	-1	99	-0.5	1	-3	-3	3	-1	-2
Cc1ccc(C)c(N(C)C(=O)c2cc3c(=O)[nH]c4ccc(C)cc4c3s2)c1	16*	95	0.3	-3	-21	-5	0	-1	-1
CCc1c(C)nc2cc(-c3ccc(OC)c(OC)c3)nn2c1NCC1CC1	2	.	0.1	-13	-22	12	8	1	1
CCOC(=O)c1ccc(-c2c(C)cc3oc(=O)cc(-c4ccccc4)c3c2C)cc1	-6	.	6.5	.	-9	-4	0	.	.
O=C(NCc1cccs1)c1cc(C2CC2)on1	.	102	-0.4	3	13	6	0	-1	-2
O=C(c1ccccc1NS(=O)(=O)c1ccc(Br)cc1)N1CCOCC1	-1	100	1.8	-7	1	7	-2	.	22
COc1cccc(C2C(C#N)=C(N)OC3=C2C(=O)CCC3)c1OC(=O)c1ccco1 (stereo unspecified)	1	102	2.7	2	9	-2	10	4	-18
O=C(c1ccc(-c2ccccc2Cl)s1)N1CCOCC1	-4	102	-0.9	.	2	-1	-1	-2	.
c1ccc2c(c1)C1=NCCN1c1ccccc1-2	-5	.	-2.3	.	-8	6	.	.	.
CCCn1c(C(C)Nc2nc(-c3cc(Cl)c(N)c(Cl)c3)cs2)nc2cc(Cl)c(N3CCCCC3)cc21 (stereo unspecified)	1	101	0.8	-194	-7	-2	-1	1	-13
C/C(=N/NC(=O)c1ccc(C)s1)c1cccc(NC(=O)COc2ccc(Cl)cc2Cl)c1	-1	104	0.1	-1	12	2	-4	3	26
CCc1ccc(OCCCCN(C)Cc2ccccc2)cc1	-12	108	2.6	2	-32	-16	3	-1	3
CCCCn1c(N)c(N(CC(C)C)C(=O)C2CCN(S(=O)(=O)c3ccc(Cl)cc3)CC2)c(=O)[nH]c1=O	-3	.	1.9	.	2	9	1	2	.
Cc1c(C)n(Cc2ccccc2)c2ccc(C(=O)NCCCN3CCOCC3)cc12	0	99	-0.4	0	-7	17	0	-1	12
COC(=O)c1ccc2[nH]cc(CCO)c2c1	-8	100	-1.1	3	3	6	6	-1	-7
CCn1c(=O)c2sccc2n2c(CCCC(=O)N3CCN(c4ccccn4)CC3)nnc12	0	101	-2.6	11	8	-1	3	4	45
Cc1c(-c2ccccc2)[n+](=O)c2c(n1[O-])CCCCC2	-8	101	0.2	1	-4	1	1	3	-6
CCN(C(=O)COC(=O)c1ccc(-n2c(C)ccc2C)cc1)c1c(N)n(Cc2ccccc2)c(=O)[nH]c1=O	-6	.	-1.8	.	11	2	2	.	.
CC1(C)CC(=O)C=C(NNC(=O)C2CCCCC2)C1	0	98	-0.8	-7	4	5	2	2	-35
O=[N+]([O-])c1ccccc1S(=O)(=O)Oc1ccccc1/C=N/n1cnnc1	-1	98	-0.5	-16	11	13	0	7	12
CCOC(=O)c1[nH]c(COC(=O)CCOc2ccccc2OC)c(C(=O)OCC)c1C	-6	103	-1.6	-19	-13	6	2	-6	24
COc1ccc(NC(=O)Nc2ccccc2F)cc1Cl	-5	101	-1.2	-12	14	-12	7	7	15
CCCN(CCC)CC(O)CN1C(=O)N(CN2C(=O)N(CC(O)CN(CCC)CCC)C(=O)C2(C)C)C(C)(C)C1=O (stereo unspecified)	-4	100	-1.4	6	18	3	0	1	23
CCOC(=O)c1c(-c2ccco2)csc1N	1	74	0.0	-9	12	9	-3	4	80*

Remaining list, next part.
compound	GalR3 antag	MEKK3 PB1 HTS	CRFR2-BP ag	pCIP destab	CRFBP-R2 block	CHRM4 PAM	IDE cell activ	IDE cell inh	PHOSPHO1 inh
Cc1ccc([N+](=O)[O-])c2cccnc12	-2	103	-0.3	-1	-10	-7	2	0	50
CCOC(=O)c1ccc(NC(=O)CC2C(=O)N(c3cccc(OC)c3)C(=O)N2CCOC)cc1 (stereo unspecified)	0	111	0.0	0	-10	-3	0	4	39
Cc1onc(-c2c(F)cccc2Cl)c1C(=O)N1CCN(c2ncc(Br)cn2)CC1	-4	?	0.4	5	74*	3	9	7	26
CCNc1c(NCC)c(=O)c1=O	-1	97	1.9	-6	-14	-11	5	2	36
CN1/C(=C/C(=O)c2ccc(Cl)cc2)Sc2cc3c(cc21)OCO3	-3	116	28	-6	-13	1	0	1	-1
CCOC(=O)c1c(S(=O)(=O)NCC(=O)Nc2cccc(C)c2C)c(C)n(C)c1C	2	96	-1.7	-9	-8	6	-4	3	24
CC(C)=CCC/C(C)=C/CNC(=O)C[C@H]1C[C@H](C(=O)N2CCOCC2)[C@@]2(C)c3[nH]c4cc(-c5ccco5)ccc4c3CCN2C1=O	.	.	1.0	.	6	5	8	.	.
CCOC(=O)C(C)(C)Sc1ncnc2nc[nH]c12	-6	86	-0.1	-4	-4	5	-1	1	7
CCN(CC)S(=O)(=O)c1ccc(NC(=O)c2cc(=O)[nH]c3ccccc23)cc1	5	97	-2.2	-10	-14	-2	5	1	-29
COc1ccc(CNC(=O)c2ccc3c(=O)n(CCCN4CCCC4=O)c(=S)[nH]c3c2)cc1	0	108	0.4	-11	8	-16	-2	-4	-3
CCCCCC(=O)Nc1nc2ccccc2[nH]1	-6	97	2.5	-6	-44	17	0	2	6
CC(NC(=O)Nc1ccc(Cl)cc1)c1ccccc1 (stereo unspecified)	-9	108	4.4	-8	-1	-8	1	.	30
Cc1c(Cl)cn2c(=O)cc(CN3CCN(c4ccccc4)CC3)nc2c1Cl	-1	108	0.2	8	-2	-12	-4	3	28
O=C1CCCc2nc(N3CCc4ccccc43)ncc21	-4	95	-1.8	-2	-16	-2	3	-2	13
CN1CCc2c(sc3nc(SCC(N)=O)n(-c4ccc(Cl)cc4)c(=O)c23)C1	-5	94	5.3	-5	8	-11	-2	6	-16
CCn1c(=O)c(C(=O)NCCN2CCCCC2)c(O)c2ccccc21	-3	95	-0.6	-3	9	16	2	4	19
COc1ccc([C@H]2CC(=O)C=C(c3ccc(OC)cc3OC)C2)cc1	-5	.	-0.7	.	7	1	3	5	.
Cn1nc(-c2ccccc2F)c2cc(C(=O)Nc3ccc4c(c3)OCCO4)sc21	-5	111	0.1	-12	6	-2	-11	11	7
CCN1C(=O)C(O)(CC(=O)c2cc(C)ccc2C)c2ccccc21 (stereo unspecified)	-5	101	-0.9	-6	3	-3	0	0	-25
COc1cccc(C2C3CN(C)CC=C3C(C#N)=C(N)C2(C#N)C#N)c1OC (stereo unspecified)	-4	.	72*	-31	-8	0	0	1	-24
COC(=O)c1ccc(CSc2ncn[nH]2)o1	-6	97	-1.6	-13	5	3	-2	-1	12
COc1c(C(C)C)oc2cc3oc(=O)ccc3cc12	-7	107	-0.9	-1	-2	-2	7	-8	40
CC(=O)Nc1ccccc1OCc1nnc(-c2cccs2)o1	-2	106	0.4	-12	-10	-4	2	2	-7
CCn1cc([N+](=O)[O-])c(C(=O)N2CCCCCC2)n1	-2	102	2.5	-7	3	1	5	-3	46
O=C(NCC1CCCO1)C(=O)N/N=C/c1c(F)cccc1Cl (stereo unspecified)	-8	101	-0.4	3	2	6	4	-4	46

(cont.)
compound	GalR3 antag	MEKK3 PB1 HTS	CRFR2-BP ag	pCIP destab	CRFBP-R2 block	CHRM4 PAM	IDE cell activ	IDE cell inh	PHOSPHO1 inh
O=C(CN1CCCC1)N/N=C/c1c(O)ccc2ccccc12	-7	110	3.3	-1	-3	-4	-2	0	40
COc1cc2nc(CN3CCN(S(=O)(=O)c4ccc(C)c(C)c4)CC3)[nH]c(=O)c2cc1OC	-5	100	-2.0	13	0	7	2	8	-2
O=[N+]([O-])c1cc([N+](=O)[O-])c(Oc2cc(F)cc(F)c2)cc1NN1CCCCC1	-4	.	-0.2	.	0	-3	1	-4	.
CCCCCCn1c(=O)n2n(c1=O)[C@@H]1CN(S(=O)(=O)c3ccc(C)cc3)C[C@]1(O)[C@@H](OC(=O)Nc1c(C)noc1C)C2	-2	.	-0.2	.	5	0	.	.	.
COc1ccc(C(=O)Cn2cnc3ccccc3c2=O)cc1OC	-6	104	-0.3	1	-6	8	-3	2	7
C[C@H](CO)N1C[C@H](C)[C@@H](CN(C)C(=O)Nc2ccc(C(F)(F)F)cc2)Oc2ccc(NC(=O)Nc3ccccc3)cc2C1=O	-6	.	-0.8	.	-14	-4	-5	4	.
Cc1cc(C)c(OCC(=O)OCCNC(=O)c2cccnc2)c(C)c1	2	99	-0.1	-8	20	-4	4	-1	-16
COC(=O)c1sc(NC(=S)NC(=O)c2ccccc2Cl)nc1C	-3	87	50	-4	28	6	2	4	0
CCOc1ccc(NC(=O)C2C(c3ccccc3)C2(Cl)Cl)cc1 (stereo unspecified)	-8	112	1.4	-2	5	-6	-4	-1	24
Cc1ccc(N2C(=O)N(CC(=O)Nc3cc(Cl)ccc3C)C(=O)C2C)cc1 (stereo unspecified)	-2	.	2.3	.	-16	2	-2	6	.
Cc1ccc(Cl)cc1N(CC(=O)NCc1ccccc1)S(C)(=O)=O	-6	103	-1.9	0	-8	-5	3	0	29

As a working copy, 11 of the compounds above.
compound	GalR3 antag	MEKK3 PB1 HTS	CRFR2-BP ag	pCIP destab	CRFBP-R2 block	CHRM4 PAM	IDE cell activ	IDE cell inh	PHOSPHO1 inh
CCn1cc([N+](=O)[O-])c(C(=O)N2CCCCCC2)n1	-2	102	2.5	-7	3	1	5	-3	46
O=C(NCC1CCCO1)C(=O)N/N=C/c1c(F)cccc1Cl (stereo unspecified)	-8	101	-0.4	3	2	6	4	-4	46
O=C(CN1CCCC1)N/N=C/c1c(O)ccc2ccccc12	-7	110	3.3	-1	-3	-4	-2	0	40
COc1cc2nc(CN3CCN(S(=O)(=O)c4ccc(C)c(C)c4)CC3)[nH]c(=O)c2cc1OC	-5	100	-2.0	13	0	7	2	8	-2
O=[N+]([O-])c1cc([N+](=O)[O-])c(Oc2cc(F)cc(F)c2)cc1NN1CCCCC1	-4	.	-0.2	.	0	-3	1	-4	.
CCCCCCn1c(=O)n2n(c1=O)[C@@H]1CN(S(=O)(=O)c3ccc(C)cc3)C[C@]1(O)[C@@H](OC(=O)Nc1c(C)noc1C)C2	-2	.	-0.2	.	5	0	.	.	.
COc1ccc(C(=O)Cn2cnc3ccccc3c2=O)cc1OC	-6	104	-0.3	1	-6	8	-3	2	7
C[C@H](CO)N1C[C@H](C)[C@@H](CN(C)C(=O)Nc2ccc(C(F)(F)F)cc2)Oc2ccc(NC(=O)Nc3ccccc3)cc2C1=O	-6	.	-0.8	.	-14	-4	-5	4	.
Cc1cc(C)c(OCC(=O)OCCNC(=O)c2cccnc2)c(C)c1	2	99	-0.1	-8	20	-4	4	-1	-16
COC(=O)c1sc(NC(=S)NC(=O)c2ccccc2Cl)nc1C	-3	87	50	-4	28	6	2	4	0
CCOc1ccc(NC(=O)C2C(c3ccccc3)C2(Cl)Cl)cc1 (stereo unspecified)	-8	112	1.4	-2	5	-6	-4	-1	24

Two of the compounds above, as labelled records:
COC(=O)c1ccc2[nH]cc(CCO)c2c1
  GalR3 antag = -8
  MEKK3 PB1 HTS = 100
  CRFR2-BP ag = -1.1
  pCIP destab = 3
  CRFBP-R2 block = 3
  CHRM4 PAM = 6
  IDE cell activ = 6
  IDE cell inh = -1
  PHOSPHO1 inh = -7

CCOC(=O)c1c(S(=O)(=O)NCC(=O)Nc2cccc(C)c2C)c(C)n(C)c1C
  GalR3 antag = 2
  MEKK3 PB1 HTS = 96
  CRFR2-BP ag = -1.7
  pCIP destab = -9
  CRFBP-R2 block = -8
  CHRM4 PAM = 6
  IDE cell activ = -4
  IDE cell inh = 3
  PHOSPHO1 inh = 24
